High-throughput results: PubChem, National Center for Advancing Translational Sciences (NCATS)
HCV inh – HCV inhibition. Huh7.5.1 HCVcc-Cre infection, luciferase reporter, 44 h. Potency, µM (doses to about 41.8 µM), inactives show top-dose activity change, negative = inhibition, actives largely listed as inhibitors. 340,000 compounds, 3.4% hits. AID 651820; note: potency is the fitted concentration of half-maximal effect
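Antiviral activity was scored by luciferase reporter output from cells infected with HCVcc-Cre (~0.5 moi) in presence of compound, 44 h infection period, cells seeded 1,000/well 4 h prior.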
AmpC inh no detg – inhibitors of E. coli AmpC beta-lactamase without detergent | 330,000 compounds, 0.52% hits | AmpC nitrocefin hydrolysis, absorbance 480 nm, 0.0001% Triton | Potency, µM (highest dose often 57.1 µM), without a hit: at the highest dose activity change, negative = inhibition, hits mostly inhibitors | P00811;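 note: potency is the fitted concentration of half-maximal effect; plate controls were no compound for no effect and no enzyme for full effect; nearly all actives have a fitted effect of over 20% in size; some results filed as inactive show a strong effect at the top dose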
Target sequence (P00811 whole entry, looked up): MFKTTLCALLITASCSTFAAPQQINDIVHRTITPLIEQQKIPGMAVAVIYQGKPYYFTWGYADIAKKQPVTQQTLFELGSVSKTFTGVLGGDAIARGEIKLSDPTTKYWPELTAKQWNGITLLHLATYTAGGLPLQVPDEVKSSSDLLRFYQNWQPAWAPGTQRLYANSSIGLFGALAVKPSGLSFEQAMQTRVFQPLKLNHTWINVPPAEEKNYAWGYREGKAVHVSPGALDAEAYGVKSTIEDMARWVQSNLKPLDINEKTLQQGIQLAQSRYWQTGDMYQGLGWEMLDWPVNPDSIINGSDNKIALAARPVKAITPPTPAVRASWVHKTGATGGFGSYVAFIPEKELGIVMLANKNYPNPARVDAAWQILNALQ
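20 mM phosphate pH 7.0 + 0.01% (detergent screen) or 0.0001% Triton X-100; 5.3 nM AmpC reagent; cpd preinc 15 min RT; nitrocefin (800 uM stock) to start; A480 q20 s × 4 min; Activity was normalised to no-enzyme and no-compound control wells.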
HCMV antiviral – inhibitors of human cytomegalovirus; 410,000 compounds, 4.5% hits; activity change, negative = inhibition, % at 57.5 µM; HFF cells, HCMV-luciferase reporter, 72 h; stronger effect = lower value; in the data active = activity change below about -60%; inconclusive = no clear call, values can overlap the other calls; inactive = above about -39%
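Cell-based, HFFs, 1000 cells/well, 16 h 37C; cpds in DMSO + HCMV-luc, MOI 1 PFU/cell; 72 h 37C; OneGlo luminescence after 5 min RT; norm. to buffer vs Salinomycin 10uM.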
LmPK inhibitor – blocks Leishmania mexicana pyruvate kinase activity. 290,000 compounds, 0.37% hits. purified LmPK, Kinase-Glo ATP luminescence, 1 h. Q27686. Potency, µM (doses to about 57.5 µM), for the others: at the top dose activity change, negative = inhibition, actives largely listed as inhibitors; note: potency is the fitted concentration of half-maximal effect
Target sequence (Q27686 whole entry, looked up): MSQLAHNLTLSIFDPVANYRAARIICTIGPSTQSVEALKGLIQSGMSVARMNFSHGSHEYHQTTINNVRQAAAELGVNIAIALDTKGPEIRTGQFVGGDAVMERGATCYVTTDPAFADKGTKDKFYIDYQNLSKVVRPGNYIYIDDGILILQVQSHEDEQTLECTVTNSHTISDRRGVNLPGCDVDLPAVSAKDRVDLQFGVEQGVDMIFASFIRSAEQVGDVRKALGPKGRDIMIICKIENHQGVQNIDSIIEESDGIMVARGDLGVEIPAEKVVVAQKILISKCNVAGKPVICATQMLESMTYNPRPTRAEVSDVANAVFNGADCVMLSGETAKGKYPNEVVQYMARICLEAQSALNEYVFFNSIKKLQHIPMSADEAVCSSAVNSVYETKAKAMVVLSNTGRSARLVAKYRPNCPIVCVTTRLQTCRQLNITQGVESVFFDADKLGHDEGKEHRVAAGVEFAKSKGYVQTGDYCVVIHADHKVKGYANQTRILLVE
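Purified LmPK (0.1 nM) with 0.5 mM PEP and 0.1 mM ADP in imidazole buffer pH 7.2 with MgCl2/KCl, 1 h at room temperature. ATP formed was read by luciferase luminescence and normalized to no-enzyme and uninhibited controls.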
Tb PYK inh – T. brucei pyruvate kinase inhibition; Q57TT1; TbPYK enzyme, Kinase-Glo Plus ATP luminescence, 45 min; Potency, µM (series often up to 76.8 µM), inactives show at the highest dose activity, negative = inhibition, hits mostly inhibitors; 410,000 compounds, 0.12% hits; AID 624173; note: potency is the fitted concentration of half-maximal effect; nearly all actives have a fitted effect of over 50% in size
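Luminescent Kinase-Glo Plus end-point after 45 min room-temperature reaction of T. brucei pyruvate kinase started with 130 uM ADP (final). Buffer TEA 50 mM pH 7.2 with KCl, MgCl2, BSA, Tween-20; titration-based qHTS with fitted concentration-effect curves.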
AMA1-RON2 inh – disrupts binding of P. falciparum AMA1 to RON2; AlphaScreen AMA1-biotinylated RON2 peptide binding; Potency, µM (titrated, usually from 58.2 µM), inactives show at the highest dose activity change, negative = inhibition, hits mostly inhibitors; 360,000 compounds, 0.2% hits; AID 720542;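 note: potency is the fitted concentration of half-maximal effect; 0% = vehicle wells and -100% = peptide control; nearly all actives have a fitted effect of over 45% in size; some results filed as inactive show a strong effect at the top dose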
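AMA1 (3D7) with his tag at 25 nM final met compounds first, then biotinylated RON2 peptide at 25 nM; detection used donor plus acceptor beads, 10 µg/mL apiece, read by AlphaScreen after 30 min at room temperature.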
AmpC inh detg – inhibitors of E. coli AmpC beta-lactamase with detergent; 370,000 compounds, 0.041% hits; AmpC hydrolysis of nitrocefin, absorbance 480 nm, 0.01% Triton; P00811; Potency, µM (highest dose often 114 µM), for the others: top-dose activity change, negative = inhibition, hits mostly inhibitors;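 note: potency is the fitted concentration of half-maximal effect; 0% = no-compound wells and -100% = no-enzyme wells; nearly all actives have a fitted effect of over 25% in size; some results filed as inactive show a strong effect at the top dose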
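AmpC (5.3 nM in the dispensed reagent) in 20 mM phosphate pH 7.0 with 0.01% (detergent screen) or 0.0001% Triton X-100 was preincubated with compounds for 15 min at room temperature. Nitrocefin was then added from an 800 uM solution, and hydrolysis was followed at 480 nm.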
Active calls of the source: *; u = inconclusive; x = no result given; & = joins results of further samples; [ ] = dose if it differs, or a comment. Unless noted, calls come from the whole dose curve; as a rule, active = well fitted curve in the direction sought with a large enough effect; inconclusive = small, poorly fitted or top-dose-only effect, or another doubt; inactive = no such curve, though single readings can be large; an effect the other way counts as inactive or inconclusive. Unless noted, % is set by controls: 0 for no effect and ±100 for the full control effect.

SMILES | HCV inh | AmpC inh no detg | HCMV antiviral | LmPK inhibitor | Tb PYK inh | AMA1-RON2 inh | AmpC inh detg
Cc1ccc(-n2c(CNc3ccc(F)cc3)nnc2SCC(=O)O)cc1 | 12% | -7% | -5 | 1% | -10% | -12% | -4%
O=C(COc1ccc(Cl)cc1)NCc1nnc(SCC(=O)Nc2ccc3c(c2)OCCO3)o1 | -6%&2% | -20% | 64 | 7% | -2% | -5% | -1%
COc1ccc(NC(=O)N2CCC(n3c(C)nc4cccnc43)CC2)cc1OC | x | x | 5 | x | 0% | x | 9%
C=CCc1cccc2cc(-c3nc4ccc(C)cc4[nH]3)c(=O)oc12 | x | x | 47 | x | -4% | x | -9%
CC(C)=C(NC(=O)c1ccccc1)C(=O)Nc1cccc(C(=O)O)c1 | 18% | -10% | 3 | 0% | -17% | 2% | 4%
Cc1cccc2cc(CN(CCN3CCOCC3)C(=O)NCc3ccccc3)c(=O)[nH]c12 | 13% | -24% | 41 | 0% | -13% | 0% | -10%
COc1cccc(NC(=O)C(Cc2ccccc2)NS(=O)(=O)c2ccc3c(c2)c(=O)n(C)c(=O)n3C)c1 (stereo not drawn) | x | x | -4 | x | 3% | x | 0%
O=C(O)c1ccc2c(c1)C(=O)N(CCC1=CCCCC1)C2=O | 28% | -20% | 41 | 0% | -5% | 2% | -1%
Cc1ccccc1NC(=O)Nc1cc(-c2ccccc2)nn1C | -15% | -5% | 36 | 1% | 0% | -5% | 1%
CCOc1ccc(CC(=O)N2CCc3cc(OC)c(OC)cc3C2COc2ccc3c(C)cc(=O)oc3c2)cc1 (stereo not drawn) | x | x | 13 | x | -4% | x | 7%
C[C@]12CCC3C(C(=O)C[C@H]4C[C@@H](O)CC[C@]34C)C1CCC2=O (stereo partly drawn) | 6% | 1% | 2 | x | -4% | -6% | x
O=C(CCn1nnnc1CN1CCOCC1)N1CCC(c2ccccc2Cl)C1 (stereo not drawn) | 5% | -5% | 46 | -7% | 4% | 0% | 2%

Profiles as entered above:
O=C(CCn1nnnc1CN1CCOCC1)N1CCC(c2ccccc2Cl)C1 (stereo not drawn) across the screens: HCV inh = 5%; AmpC inh no detg = -5%; HCMV antiviral = 46; LmPK inhibitor = -7%; Tb PYK inh = 4%; AMA1-RON2 inh = 0%; AmpC inh detg = 2%
O=C(O)c1ccc2c(c1)C(=O)N(CCC1=CCCCC1)C2=O across the screens: HCV inh = 28%; AmpC inh no detg = -20%; HCMV antiviral = 41; LmPK inhibitor = 0%; Tb PYK inh = -5%; AMA1-RON2 inh = 2%; AmpC inh detg = -1%
Cc1ccccc1NC(=O)Nc1cc(-c2ccccc2)nn1C across the screens: HCV inh = -15%; AmpC inh no detg = -5%; HCMV antiviral = 36; LmPK inhibitor = 1%; Tb PYK inh = 0%; AMA1-RON2 inh = -5%; AmpC inh detg = 1%

(continued)
SMILES | HCV inh | AmpC inh no detg | HCMV antiviral | LmPK inhibitor | Tb PYK inh | AMA1-RON2 inh | AmpC inh detg
C[C@@H]1CN([C@@H](C)CO)C(=O)CCCn2nncc2CO[C@H]1CN(C)Cc1ccccc1C(F)(F)F | x | x | -19 | x | -10% | -5% | x
COc1ccc(C(c2c(O)nc[nH]c2=O)c2c(O)nc[nH]c2=O)cc1 | 4% | -2% | -3 | 0% | -3% | 22% | -6%
CNC(=S)N/N=C/c1c(C)nn(-c2cccc(Cl)c2)c1Cl | u | -23% | -18 | -4% | 5% | 50%[activator] | u
Cc1ccc(-n2nc(C)c3nc(CCC(=O)Nc4ccc(F)cc4)c(=O)n(C)c32)cc1 | x | x | 8 | x | 3% | x | 14%
Cn1c2c(c(=O)n(C)c1=O)C(c1cc3c(cc1Br)OCO3)CC(=O)N2 (stereo not drawn) | 14% | -11% | 17 | 1% | 2% | 0% | u
CSc1ncccc1C(=O)OCC(=O)c1cc(C)n(CC2CCCO2)c1C (stereo not drawn) | 18% | 76%[activator] | 0 | u | -10% | -12% | 5%
CCCC(C(=O)O)N1C(=O)/C(=C2\C(=O)N(C)c3ccccc32)SC1=S (stereo not drawn) | 14% | -45% | 12 | -4% | 3% | 23% | -14%
O=C(N/N=C\c1cccc(F)c1)c1ccc(-c2ccccc2)cc1 | -16% | -49% | -33 | -2% | -1% | 13% | 5%
COc1ccc(S(=O)(=O)CCC(=O)NCCc2ccc(S(N)(=O)=O)cc2)cc1 | -10% | -16% | u | -6% | -10% | 0% | 3%
COc1cccc(CN2C(=O)C(C)N(C(=O)c3c(F)cccc3F)c3ccccc32)c1 (stereo not drawn) | 10µM* | -6% | -83* | 13% | 4% | -8% | 5%
COc1ccc(Cl)cc1Nc1nc(-c2cccnc2)cs1 | 13µM* | 14% | -38 | -1% | 5% | 5% | 3%
Cc1ccccc1-c1cnc(C(O)c2c(C)ccc3ccccc23)[nH]1 (stereo not drawn) | x | x | 10 | x | -8% | 15% | x
COc1cccc(CCC(=O)Nc2cccc(S(=O)(=O)N3CCCC3)c2)c1OC | u | -26% | 4 | x | -4% | 10% | 4%
CCN(CC)CCNC(=O)c1ccc(N)cc1 | 1%[8.37 µM] | -14% | 32 | 3% | 1%&-5% | -6% | u
O=Cc1ccc(Cl)c(Cl)c1 | 27% | -19% | -24 | x | 1% | 3% | 2%
Cc1nnsc1C(=O)N1CCCC1(C)C(=O)O (stereo not drawn) | x | x | -2 | x | -5% | 10% | x
COc1ccc(NC(=O)c2ccccc2F)cc1Cl | -8% | -22% | 43 | u | 4% | -3% | -12%
CCOC(=O)C1CCN(CC(O)COc2ccc(S(=O)(=O)N3CCCC3)cc2[N+](=O)[O-])CC1 (stereo not drawn) | -6% | 85%[activator] | -14 | x | 1% | -16% | 0%
Cc1[nH]c2ccc(C(=O)NCCN3CCOCC3)cc2c1C | 12% | -5% | -23 | 0% | 1% | 0% | -1%
COc1ccc(CC(NC(C)=O)C(=O)NC2CCN(C(=O)c3ccncc3)CC2)cc1OC (stereo not drawn) | 4% | -5% | 14 | -4% | 1% | -2% | 4%
CCOC(=O)N1CCN(CC(O)COCc2ccc(Cl)cc2)CC1 (stereo not drawn) | -11% | 62%[activator] | 38 | 1% | 0% | 10% | -8%
C/C(=C/c1ccccc1)C(=O)N1CCN(c2ccccc2F)CC1 | 14% | 15% | 78 | 0% | -9% | 6% | -13%
CCc1cccc(NC(=O)Cn2c3[n+](c4ccc(C(F)(F)F)cc42)CCCCC3)c1 | u | 22% | -64* | -1% | -8% | -9% | 1%
Cc1cccc(C)c1NC(=O)CSc1nc(-c2ccccc2)nc2c1Cc1c(CO)cnc(C)c1O2 | x | x | -9 | x | 2% | x | 23%
COc1ccc(C(=O)c2c(-c3ccc(OC)cc3)oc3ccccc23)cc1 | -56% | -5% | 14 | x | -10% | 12% | 3%
O=C(CSc1nnc(-c2c[nH]c3ccccc23)o1)NCC1CCCO1 (stereo not drawn) | -9% | -22% | 65 | x | 11% | 12% | -7%
S=C(Nc1ccc2nccnc2c1)N1CCCC1 | 10% | -13% | 61 | -6% | 1% | 3% | -2%
O=C(NCc1ccccn1)Nc1ccc(F)cc1F | 9% | -9% | -3 | -3% | 6% | 36%[activator] | 1%
CCc1ccc(CNC(=O)c2cc3c(=O)oc4ccc(C)cc4c3s2)cc1 | x | x | 6 | x | -7% | x | -13%
CCN1C(=O)N[C@@H](c2cccc(C(F)(F)F)c2)C(C(C)=O)=C1C | 8% | x | 3 | -5%[11.5 µM] | -4% | 7% | x
S=C(NCCN1CCCCC1)Nc1ccccc1 | -17% | -25% | -28 | 0% | 0% | 1% | -10%
CN(C1CCCCC1)S(=O)(=O)c1cc2c3c(c1)CCN3C(=O)CC2 | 9% | -11% | 14 | x | 2% | 0% | u
Cc1occc1-c1nnc(SCC(=O)NC(C)(C)C)n1C(C)c1ccccc1 (stereo not drawn) | 8% | 25% | 19 | 7% | -3% | 9% | -8%
Cc1cc(C)n(CCNCc2c(C(=O)N3C[C@@H](C)O[C@@H](C)C3)nc3ccc(Cl)cn23)n1 | -1% | 10% | 18 | 5% | 0% | 0% | -3%
Cc1ccc(S(=O)(=O)N2CCC(C(=O)OC(C)C(=O)N3CCOCC3)CC2)cc1 (stereo not drawn) | 2% | 11% | -17 | x | -16% | 10% | u
O=C(NCc1cccc(Cl)c1)C1CCC(=O)N(CCCN2CCOCC2)C1 (stereo not drawn) | 21% | -5% | -12 | -6% | 0% | 17% | u
Cc1cccc(NC(=O)c2cc3c(=O)n(Cc4ccco4)ccc3nc2C)c1 | x | x | u | x | -3% | x | -2%
CCOc1ccccc1NC(=O)NC1CCCc2ccccc21 (stereo not drawn) | u | -8% | 32 | 5% | 5% | 4% | -9%
Cc1ccc(C(C)(C)C)cc1S(=O)(=O)N1CCC(C(=O)N2CCN(c3ccc(O)cc3)CC2)CC1 | u | 45% | u | x | u | -10%[11.6 µM] | -5%
Cc1cc(O)c(C(C)C)cc1NC(=O)Cn1nc(C)c2ccccc2c1=O | -5% | 4% | -17 | 1% | -5% | 21% | -9%
CN(C)c1ccc(C(=S)N2CCCCCC2)cc1 | -5% | -23% | -20 | -11% | u | 10% | 1%
CC(C)=C1SC(N2CCN(c3ccc(Cl)cc3)CC2)=NC1=O | 5% | -18% | -75* | 0% | 6% | 3% | -11%
CCOC(=O)c1cccc(NC(=O)CCn2c(-c3ccc(F)cc3)cc(C(=O)OCC)c2C)c1 | x | x | 0 | x | 1%[15.4 µM] | x | 1%
N#Cc1cccc(S(=O)(=O)NCC(=O)OCC(=O)c2ccc[nH]2)c1 | 15% | -24% | u | 4% | -8% | -5% | -13%
COc1ccc(-c2nc3cc(NC(=O)c4ccc(C)cc4)ccc3o2)cc1Cl | x | x | -30 | x | 0% | x | -10%
Cc1ccc(-n2c(C)cc(C=C3C(=O)CC(C)(C)CC3=O)c2C)cc1 | 2% | -42% | u | -2% | 0% | 4% | 4%
CC12Cc3cnoc3C=C1CCC1C2CCC2(C)C1CCC2(C)O (stereo not drawn) | u | x | -34 | x | -2% | 0% | x
COc1ccc(N=CC2=C(O)CC(c3ccccc3)CC2=O)c(OC)c1 (stereo not drawn) | -14% | 80%[activator] | -4 | 0% | -5% | 9% | 7%
O=S(=O)(c1ccccc1)N1CCN(Cc2cccc(Br)c2)CC1 | -12% | x | 17 | x | 4% | u | x
